Calpain2 inh: calpain II (pig) inhibition | purified calpain II, fluorogenic peptide substrate, 30 min | inhibition, % at 16 µM | 220,000 tested, 0.37% active | AID 1236;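 active = inhibition above about 50%, limit read from the data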
Runt-CBFb FRET: inhibitors of human RUNX1 Runt domain binding to CBFb. Q01196+Q13951. Cerulean-Runt/Venus-CBFb FRET ratio 530/480, 1 h. inhibition, % at 20 µM. 220,000 tested, 0.46% active;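 active = inhibition over about 50% at 20 µM in the single-dose screen, limit read from the data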;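 note: 0% = DMSO wells and 100% = excess unlabeled CBFb competitor control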
Target sequence (Q01196 whole entry, looked up, the tested form may be a part): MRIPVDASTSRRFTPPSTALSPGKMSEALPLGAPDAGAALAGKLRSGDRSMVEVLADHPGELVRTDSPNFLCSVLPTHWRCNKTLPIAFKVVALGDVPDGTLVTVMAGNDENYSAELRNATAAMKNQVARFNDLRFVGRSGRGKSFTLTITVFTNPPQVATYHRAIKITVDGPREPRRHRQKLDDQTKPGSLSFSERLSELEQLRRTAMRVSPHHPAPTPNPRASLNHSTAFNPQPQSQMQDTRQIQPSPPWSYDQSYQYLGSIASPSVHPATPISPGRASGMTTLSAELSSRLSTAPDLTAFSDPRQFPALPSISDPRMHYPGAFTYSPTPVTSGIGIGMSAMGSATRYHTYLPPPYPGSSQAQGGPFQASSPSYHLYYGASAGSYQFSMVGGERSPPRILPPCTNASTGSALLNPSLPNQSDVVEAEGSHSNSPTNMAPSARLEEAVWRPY
Target sequence (Q13951 whole entry, looked up, the tested form may be a part): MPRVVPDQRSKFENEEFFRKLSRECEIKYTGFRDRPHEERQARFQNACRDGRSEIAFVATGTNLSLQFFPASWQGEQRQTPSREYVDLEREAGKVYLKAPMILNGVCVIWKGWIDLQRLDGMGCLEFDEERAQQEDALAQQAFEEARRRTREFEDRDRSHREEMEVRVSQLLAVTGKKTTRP
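Measured by: fluorescence energy transfer, 422 nm excitation, 530/480 nm emission; test system: Cerulean-tagged RUNX1 Runt domain (FRET donor) fusion protein; buffer or medium: Tris pH 7.5 buffer with BSA; compound: one dose, 20 µM compound, 1% DMSO; times: two 1 h room-temperature incubations shielded from light; benchmarks: unlabeled CBFb 5 µM, positive control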
Runt-SMMHC FRET: Runt domain-CBFb-SMMHC interaction inhibition; Cerulean-Runt/Venus-CBFb-SMMHC FRET ratio 530/480, 1 h; 220,000 tested, 0.74% active; Q01196+Q13951; inhibition, % at 20 µM;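 active = mean inhibition across duplicate retests at 20 µM reaching about 50%, limit read from the data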;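 note: 0% = DMSO wells and 100% = wells with excess untagged CBFb-SMMHC; inhibitors lower the FRET ratio by blocking Runt binding to CBFb-SMMHC; some results filed as inactive read as strong as hits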
p97 inhibitor: inhibitors of human p97 ATPase; P55072; recombinant p97 ATPase, Kinase-Glo ATP luminescence, 3 h; inhibition, % at 8 µM; 220,000 tested, 0.42% active; AID 1481; in the data active = inhibition above about 15%;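 note: 0% = DMSO vehicle and 100% = wells lacking enzyme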
Furin inhibitor: inhibitors of human furin; P09958; purified furin, fluorogenic substrate cleavage; inhibition, % at 30 µM; 220,000 tested, 0.061% active; in the data active = inhibition above about 25%; note: inactives centre near -15
NCF1 inh: p47phox (human) inhibition; P14598; p47phox/p22phox peptide binding, fluorescence polarization, 2 h; inhibition, % at 24.7 µM; 220,000 tested, 0.53% active; AID 1274;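 active = inhibition above about 30%, limit read from the data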;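 note: 0% = p47phox with labelled peptide and 100% = labelled peptide alone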
Target sequence (P14598 whole entry, looked up): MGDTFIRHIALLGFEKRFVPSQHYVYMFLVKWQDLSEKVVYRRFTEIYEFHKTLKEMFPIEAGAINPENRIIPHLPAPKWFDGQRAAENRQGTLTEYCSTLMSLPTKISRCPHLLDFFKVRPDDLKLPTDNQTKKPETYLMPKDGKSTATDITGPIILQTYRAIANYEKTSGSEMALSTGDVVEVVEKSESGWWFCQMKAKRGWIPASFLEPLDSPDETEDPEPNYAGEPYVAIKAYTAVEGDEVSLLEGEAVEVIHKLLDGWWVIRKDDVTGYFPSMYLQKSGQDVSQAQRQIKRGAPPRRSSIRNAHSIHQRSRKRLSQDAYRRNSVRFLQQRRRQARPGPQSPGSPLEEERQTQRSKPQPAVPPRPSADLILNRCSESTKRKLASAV
RBBP9 inhibitor: human RBBP9 hydrolase inhibition | AID 1515 | inhibition, % at 7.94 µM | recombinant RBBP9, FP-Rh probe fluorescence polarization | O75884 | 220,000 tested, 0.2% active;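 active = inhibition above the campaign mean of all tested compounds plus 3 SD, cut at about 14% in these data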;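 note: plate controls were DMSO wells with RBBP9 for no effect and wells lacking RBBP9 protein for full effect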
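Test system: recombinant human RBBP9. Quantity: 2.5 µM RBBP9 dispensing solution, before mixing. Detection: FP readout at 525/598 nm. Reagent: Serine-hydrolase probe FP-Rh, 375 nM pre-mixing. Measure: % inhibition. Control set: DMSO-treated enzyme wells and wells lacking RBBP9. Buffer or medium: Tris-NaCl-Pluronic buffer, pH 8.0. Times: preincubation 30 min plus labeling 45 min at 25 °C.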
Tb hexokinase: blocks Trypanosoma brucei hexokinase 1 activity. recombinant TbHK1, G6PDH-coupled NADH A340. inhibition, % at 10 µM. 220,000 tested, 0.11% active;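 active = inhibition of 50% or more in the single-dose primary screen; inactive = inhibition below 50%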
EBV gp42 block: inhibitors of Epstein-Barr virus glycoprotein 42. Fluorescence polarization binding assay, mP read-out. inhibition, % (tested at 21.74 µM). 220,000 tested, 0.42% active; in the data active = inhibition above about 50%
Active calls of the source: *; [ ] = dose if it differs, or a comment.

SMILES	Calpain2 inh	Runt-CBFb FRET	Runt-SMMHC FRET	p97 inhibitor	Furin inhibitor	NCF1 inh	RBBP9 inhibitor	Tb hexokinase	EBV gp42 block
NC(=O)C1CCN(CC(=O)Nc2cccnc2Cl)CC1	-15	-2	1	5	-29	-6	-1	-6	-7
CC1CCc2c(sc(NC(=O)C3c4ccccc4Oc4ccccc43)c2C(N)=O)C1 (stereo not given)	-31	-5	-6	4	-21	-24	-2	-8	-15
O=C(O)CCSc1nnnn1-c1ccccc1	16	0	3	7	-22	-3	-1	3	-1
CCc1cccc(NS(=O)(=O)c2ccc3c(c2)oc(=O)n3C)c1	-31	-1	1	6	-12	40*	5	4	-8
CCOC(=O)C1CCN(C(C(=O)Nc2ccc3c(c2)OCCO3)c2ccccc2)CC1 (stereo not given)	21	0	-1	-7	-5	9	-8	4	-15
CCN(CC)c1ccc(NC(=O)COc2ccccc2C#N)cc1S(=O)(=O)Nc1ccc(OC)cc1	7	1	4	5	-15	-50	-20	10	-17
CC(=O)c1ccc(NS(=O)(=O)c2ccc(N/C=C/C(=O)c3ccc(F)cc3)cc2)cc1	-61	-17	1	3	-18	-17	-10	-21	-3
Clc1ccc(-c2noc(CN3CCCC3)n2)cc1	1	0	1	-4	-6[20 µM]	-10	-3	-3	-7
Cn1c(=O)c2c(nc(SCCN3CCOCC3)n2Cc2ccccc2Cl)n(C)c1=O	-2	-4	0	-4	-17	-16	-5	-21	-23
Cc1ccc(NC(=O)CSC2=NCCN2)cc1	-4	0	-2	6	-10	-13	-1	-1	-24
COc1ccc(-c2nc(CCNC(=O)c3ccco3)cs2)cc1OC	-51	4	2	8	-9	-2	-4	-12	-15
CC1C[N+](=C2C=C(N3CCOCC3)CC(C)(C)C2)CC(C)O1 (stereo not given)	25	-16	10	-4	25	4	-15	-109	-56

Pulled by compound from the list above:
SMILES	Calpain2 inh	Runt-CBFb FRET	Runt-SMMHC FRET	p97 inhibitor	Furin inhibitor	NCF1 inh	RBBP9 inhibitor	Tb hexokinase	EBV gp42 block
COc1ccc(-c2nc(CCNC(=O)c3ccco3)cs2)cc1OC	-51	4	2	8	-9	-2	-4	-12	-15
O=C(O)CCSc1nnnn1-c1ccccc1	16	0	3	7	-22	-3	-1	3	-1
CCc1cccc(NS(=O)(=O)c2ccc3c(c2)oc(=O)n3C)c1	-31	-1	1	6	-12	40*	5	4	-8

Additional structures.
SMILES	Calpain2 inh	Runt-CBFb FRET	Runt-SMMHC FRET	p97 inhibitor	Furin inhibitor	NCF1 inh	RBBP9 inhibitor	Tb hexokinase	EBV gp42 block
COc1cccc(CNc2ccc([N+](=O)[O-])c(NCC(=O)O)n2)c1	89*	2	-2	5	0	-5	-2	-9	-1
O=C(CCCc1c[nH]c2ccccc12)N1CCOCC1	6	-1	-7	0	-7	3	-1	28	-13
COC(=O)c1ccccc1NC(=O)c1ccnn1C	13	1	1	7	-20	0	7	-5	-9
NCCCC[C@H]1CNC(=S)N1CC1CCCCC1	19	-3	0	3	-22	-3	-3	0	-8
Cc1c(CNCCc2ccc(Cl)cc2)c(C(=O)O)c(C)n1Cc1ccccc1	30	-2	1	-1	-28	-14	0	2	-18
COc1ccc(C(=S)N2CCN(c3cccc(Cl)c3)CC2)c(OC)c1	-3	23	2	5	-19	-11	-6	-6	-7
O=C(COC(=O)CCc1nc2ccccc2c(=O)[nH]1)NC(=O)NC1CCCC1	2	-1	6	6	-9	-6	-6	35	-26
Cc1cc(C)c2c(c1)c(C)cc1nnc(SCC(=O)c3cccs3)n12	-42	-2	4	6	-23	2	-4	-4	-6
CC(C)[C@@H]1N[C@]2(C(=O)Nc3ccccc32)[C@@H]2C(=O)N(c3cccc(C(F)(F)F)c3)C(=O)[C@@H]21	-11	0	3	2	7	-14	2	-1	-14
N#Cc1ccsc1NC(=O)CN1CCN(S(=O)(=O)c2ccc3ccccc3c2)CC1	-42	-3	-2	1	1	-55	-16	9	-29
Cc1ccc(S(=O)(=O)c2ccccc2)cc1S	-8	44	50	0	-16	2	-5	3	7
Fc1cc(F)c2nc(Nc3nc4cc5c(cc4s3)OCO5)sc2c1	-77	-1	0	1	-15	-49	-9	-14	33
Cc1cc(NC(=O)CCCC(=O)Nc2ccc(F)cc2)no1	-29	0	4	-1	-11[20 µM]	-18	0	1	-14
CC(NC(=O)CCl)c1ccccc1Br (stereo not given)	23	0	0	1	-14	8	-1	-2	-11
O=C(COC(=O)c1cc([N+](=O)[O-])ccc1NCCO)c1ccccc1	23	2	-5	0	-6	-26	1	-16	-20
CCCCNC(=O)CN1C(=O)NC2(CCCc3ccccc32)C1=O (stereo not given)	22	14	-2	5	-28[20 µM]	-4	6	1	-16
Cc1csc(NC(=O)CSc2nnc(-c3ccc(S(=O)(=O)N4CCCC4)cc3)o2)n1	17	0	-2	7	-20	-13	1	4	-5
CC(C)c1cccc(C(C)C)c1OCCCCN1CCCC1	-29	2	-1	-8	-12[20 µM]	-14	-11	-3	-8
COc1ccc(CN2CCN(CCc3ccccc3)C(CCO)C2)cc1Cn1cncn1 (stereo not given)	25	-1	1	-7	-28	0	-2	5	-6
Cc1ccc(SCC(=O)NC(=O)c2ccc(S(=O)(=O)N(C)C)cc2)cc1C	7	-4	4	0	-12	-11	-5	0	-3
COc1c(C)cc(C(=O)C2CCCN(C(=O)c3ccoc3)C2)cc1C (stereo not given)	1	-1	1	-4	-16	-3	-7	-9	-9
O=[N+]([O-])c1ccc(O)c(/C=N/n2cnnc2)c1	2	0	-2	9	-17	-32	-9	-24	-13
O=c1cc(CSc2ccc(S(=O)(=O)N3CCCCC3)cn2)nc2sccn12	15	0	-4	-1	1	-8	-1	-7	28
FC(F)(F)c1cccc(N2CCN(Cc3cccnc3)CC2)c1	-11	-1	2	2	-6	0	-6	3	-5
O=C(NCC(=O)N(Cc1cccs1)C(C(=O)NC1CCCCC1)c1cccnc1)c1ccco1 (stereo not given)	21	-1	4	-1	-18[20 µM]	0	-12	-5	-8
Cc1ccc(C)c(-n2c3nc(=O)[nH]c(=O)c-3cc3cc([N+](=O)[O-])ccc32)c1	-76	45	12	7	-4	-15	7	12	59*
CCCn1cnc2cc(NCc3cccc(OC)c3)ccc21	-17	10	13	1	-23[20 µM]	-3	5	-1	-20
Cc1cc(C)nc(Nc2nc(C)c3cc4c(cc3n2)OCO4)n1	-118	-1	3	2	-24[20 µM]	-6	0	-18	0
COc1cc2c(cc1OC)CN(CC(=O)Nc1ccccc1C#N)CC2	-24	0	-1	3	-25[20 µM]	-7	4	-12	-20
COc1ccc2[nH]cc(C(O)CN3CCC(C(N)=O)CC3)c2c1 (stereo not given)	0	0	1	0	-13[20 µM]	-5	-4	2	-12
Cc1cc(-c2cccs2)c2c(N)c(C(=O)c3ccc4c(c3)OCO4)sc2n1	-5	3	-59	5	-17	-17	-5	-6	133*
Cc1ccc(N2C(=O)CSC2c2cccs2)cc1 (stereo not given)	-2	0	3	-11	-10	-12	-6	1	-19
CNC(=S)N=Nc1c(O)[nH]c2ccccc12	2	-2	3	3	-3	-6	-1	-36	-16
CCOC(=O)NC(O)C(=O)c1ccc(F)cc1 (stereo not given)	10	-2	-1	1	-8	2	-7	2	-4
CCOc1ccc(NC(=O)CCC(=O)O)cc1	14	2	0	6	-15[20 µM]	2	7	-2	-15
COc1ccc2ccccc2c1C(O)c1nccn1C (stereo not given)	-41	55*	115*	0	-8	-7	2	23	60*
Cc1cc(NC(=O)c2cnccn2)no1	-7	-1	-2	4	-34	-8	-6	2	24
CCNC(=O)CN(c1ccc(Cl)cc1)S(=O)(=O)c1ccccc1	-6	0	2	-1	-8[20 µM]	-5	-5	-8	0
Cc1ccc(C(=O)C[n+]2ccc(Cc3ccccc3)cc2)cc1	22	3	1	-4	-25	-3	-10	5	-2
c1ccc(OCc2noc(CN3CC[C@@H]4CCCC[C@H]4C3)n2)cc1	-6	-1	2	4	-30	21	-7	1	-8
COc1ccc(S(=O)(=O)c2c(C)c(NS(=O)(=O)c3ccccc3)cc(C)c2O)cc1	-16	0	5	-4	-16	-11	2	-10	11
Oc1ccccc1Nc1ncnc2c1oc1ccccc12	-30	-1	-1	-1	-2	2	-13	5	-25
CC(=O)Nc1ccc(S(=O)(=O)N2CCN(c3ccc([N+](=O)[O-])c(NCCN4CCOCC4)c3)CC2)cc1	-57	-8	-7	9	-6	-28	-7	-9	-11
CCC(C)NC(=O)c1ccccc1SC (stereo not given)	25	2	1	7	-21	-14	4	-4	-18
COc1cc(NC(=S)NCc2cccnc2)cc(OC)c1	39	-2	2	1	-7	-10	7	25	-17
O=C(OCCN1CCCCC1)c1ccc(Cl)cc1	-17	1	0	0	-25[20 µM]	-10	-7	-7	-17
CC(=O)C1=C(O)C(=O)N(CCc2c[nH]c3ccccc23)C1c1cccc(O)c1 (stereo not given)	0	0	-5	1	-12[20 µM]	-16	1	-24	-20
NS(=O)(=O)c1ccc(CCNC(=S)NC2CCCCC2)cc1	8	0	0	1	-22	1	-3	4	-3

Part of the list above in order of SMILES length, lowest first.
SMILES	Calpain2 inh	Runt-CBFb FRET	Runt-SMMHC FRET	p97 inhibitor	Furin inhibitor	NCF1 inh	RBBP9 inhibitor	Tb hexokinase	EBV gp42 block
Cc1ccc(C(=O)C[n+]2ccc(Cc3ccccc3)cc2)cc1	22	3	1	-4	-25	-3	-10	5	-2
CCc1cccc(NS(=O)(=O)c2ccc3c(c2)oc(=O)n3C)c1	-31	-1	1	6	-12	40*	5	4	-8
O=C(COC(=O)c1cc([N+](=O)[O-])ccc1NCCO)c1ccccc1	23	2	-5	0	-6	-26	1	-16	-20

Next part:
SMILES	Calpain2 inh	Runt-CBFb FRET	Runt-SMMHC FRET	p97 inhibitor	Furin inhibitor	NCF1 inh	RBBP9 inhibitor	Tb hexokinase	EBV gp42 block
COc1cc2c(C(=O)NCc3ccccn3)cn(CC(C)C)c(=O)c2cc1OC	7	0	-1	4	-27	-5	-4	-13	-1
CCCOC(=O)C1C2C=CC(C2)C1C(=O)OCC(=O)c1ccccc1 (stereo not given)	25	4	-8	-2	-14[20 µM]	7	3	6	10
CC(C)CNc1ncnc2c1cnn2Cc1ccc(Cl)cc1	16	0	-3	4	-15	-6	-7	-5	-13
C/[N+]([O-])=C\CC(=O)c1ccc(-c2ccccc2)cc1	-25	1	-6	4	-17	-23	6	-5	-18
CCc1nc(C)cn1S(=O)(=O)c1cc(F)ccc1OC	16	0	1	-4	-17	-1	-7	1	5
Cc1ccc(NC(=O)COc2cccc(/C=C3\SC(=S)N(CCC(=O)O)C3=O)c2)cc1Cl	76*	2	-18	-2	-19	-11	-2	-9	-14
O=C1CC(c2ccc(F)cc2)Cc2nc(N3CCOCC3)ncc21 (stereo not given)	-4	0	-6	-4	-14[20 µM]	-5	-3	-15	-8
COC(=O)C(NC(C)=O)(Nc1ccccc1)C(=O)OC	-41	1	2	3	-18	-3	2	2	-6
C/C(=N\NC(=O)Cn1nnc2ccccc21)c1ccco1	25	0	-5	1	-14	-7	-6	13	-1
CN(C)S(=O)(=O)c1ccc(N2CCCC2)c(C(=O)NCc2cccc(C(F)(F)F)c2)c1	-19	-6	-34	2	-19[20 µM]	1	-8	-6	-14
C=CCN(C(=O)CNC(=O)c1ccco1)C(C(=O)NC1CCCC1)c1cccs1 (stereo not given)	-32	0	2	2	-32	-4	-5	2	-24
CCOC(=O)/C=C1\SCC(=O)N1CC(=O)NC12CC3CC(CC(C3)C1)C2	26	0	-2	1	-23[20 µM]	-4	-3	4	-14
O=C(NNC(=O)c1ccc(Oc2cc(Cl)cc(Cl)c2)o1)c1ccccc1	24	-1	-1	-3	-19	18	-12	-9	-9
